High-throughput results as filed in PubChem.
PHOSPHO1 inh = blocks human PHOSPHO1 phosphatase activity; Q8TCT1; recombinant PHOSPHO1, absorbance phosphatase assay; inhibition, % at 13.3 µM; hit rate 1.1% among 290,000; AID 1565; in the data active = inhibition above about 60%
Target sequence (Q8TCT1 whole entry, looked up): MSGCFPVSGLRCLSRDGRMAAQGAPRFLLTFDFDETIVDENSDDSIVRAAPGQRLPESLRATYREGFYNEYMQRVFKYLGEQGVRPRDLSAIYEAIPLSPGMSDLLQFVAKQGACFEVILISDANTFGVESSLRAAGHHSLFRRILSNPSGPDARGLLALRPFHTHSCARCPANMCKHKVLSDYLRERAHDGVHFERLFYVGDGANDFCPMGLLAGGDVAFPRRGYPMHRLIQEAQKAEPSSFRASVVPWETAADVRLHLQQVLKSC
MEKK3 PB1 HTS = MEKK3-MEK5 PB1 interaction, increase or decrease. binding response (% of control), % at 10 µM. hit rate 1.4% among 290,000. AID 1529. bead-based flow cytometry, Alexa488-MEK5 binding to MEKK3; actives lie on both sides; 0 = blocked by unlabeled MEK5, 100 = vehicle;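 active = binding response more than 3 SD above or below the average of its plate-row segment, actives on both sides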;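 also: Alexa488 bead fluorescence after subtracting the streptavidin-only scavenger bead signal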
Target sequence (Q99759 whole entry, looked up): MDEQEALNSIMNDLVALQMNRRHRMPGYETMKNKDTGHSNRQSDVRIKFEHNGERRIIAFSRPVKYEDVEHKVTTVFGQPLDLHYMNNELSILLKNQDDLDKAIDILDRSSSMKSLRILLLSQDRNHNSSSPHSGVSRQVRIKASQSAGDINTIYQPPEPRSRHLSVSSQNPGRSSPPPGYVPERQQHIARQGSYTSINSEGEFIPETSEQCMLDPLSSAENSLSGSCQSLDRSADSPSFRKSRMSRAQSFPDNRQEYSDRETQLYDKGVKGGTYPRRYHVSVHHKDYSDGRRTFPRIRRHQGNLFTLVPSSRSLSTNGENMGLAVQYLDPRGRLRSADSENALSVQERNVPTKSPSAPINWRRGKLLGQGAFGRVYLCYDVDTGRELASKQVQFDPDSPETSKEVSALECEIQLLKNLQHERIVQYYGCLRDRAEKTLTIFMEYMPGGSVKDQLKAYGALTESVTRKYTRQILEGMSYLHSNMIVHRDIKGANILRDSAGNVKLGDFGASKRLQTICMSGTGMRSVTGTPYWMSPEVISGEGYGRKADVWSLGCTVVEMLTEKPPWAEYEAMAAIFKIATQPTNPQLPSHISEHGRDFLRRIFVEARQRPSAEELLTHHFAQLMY
GalR3 antag = blocks the human galanin receptor 3 | hit rate 0.44% among 360,000 | inhibition, % at 3 µM | HEK293 GalR3-CNG cAMP membrane potential fluorescence; galR3 body fused to GalR1 C-terminus;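 active = inhibition above the screen-wide average plus 3 SD, cut at about 13% in these data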;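 also: forskolin and galanin both at EC90 stimulate the cells; cAMP rise reported by CNG channel membrane potential dye signal; 0% = forskolin plus galanin with DMSO and 100% = forskolin alone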
M4 PAM = CHRM4 positive allosteric modulation | P08173 | activation, % at 3 µM | CHO-K1 hM4/Gqi5, Fluo-8 calcium fluorescence, ACh EC20; 0% = ACh EC20, 100% = maximal ACh | AID 624126 | hit rate 0.4% among 360,000;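 active = activation above its plate's cutoff, the mean activation of sample wells plus 3 SD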; also: some results filed as inactive read as strong as hits
IDE act = boosts human insulin-degrading enzyme activity in HEK cells. P14735. FAbeta-B cleavage, fluorescence polarization; 0% vehicle, 100% cell-free pure enzyme wells. activation, % at 5.96 µM. hit rate 0.073% among 340,000;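 active = activation above the mean of all tested compounds plus 3 SD, set per screening campaign, cut at about 17% in these data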
pCIP destab = p/CIP protein destabilization; Q05BA5; decrease of EGFP signal, % at 10 µM; F442A p/CIP-EGFP cells, EGFP fluorescence, 16 h; hit rate 0.01% among 290,000;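 active = EGFP signal decrease of at least 30% at 10 µM or well 3 SD below plate mean, unless failing retest; inactive = the rest, including hits failing retest or dose response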; also: some compounds called inactive have numbers as strong as hits; many of its hits are not listed in these tables
IDE cell inh = cellular human IDE inhibition; P14735; HEK cells, FAbetaB cleavage, fluorescence polarization; inhibition, % at 5.59 µM; hit rate 0.41% among 320,000;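 active = percent inhibition above the average of all tested compounds plus 3 SD, set per screening campaign, cut at about 16% in these data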;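 also: IDE supplied by intact live HEK cells; FP after avidin binding of uncleaved biotin substrate so inhibition keeps polarization high; 0% = DMSO wells and 100% = 60 µM reference IDE inhibitor Ii1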
CRFR2-BP ag = CRF-BP/CRF-R2 complex agonism; hit rate 0.46% among 350,000; HEK293 CRF-R2/CRF-BP, calcium dye fluorescence (FLIPR); percent of saturating CRF peptide response; activation, % at 13.2 µM; AID 588473;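 active = activation of at least 50%, plus an integration ratio under a set limit after plate pattern correction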;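 also: plate controls were neutral control wells without compound for no effect and CRF at EC100 for full effect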
CRFR2-BP antag = CRF-BP/CRF-R2 complex antagonism. inhibition, % at 11.8 µM. AID 588475. HEK293 CRF-R2/CRF-BP, CRF-induced calcium fluorescence. hit rate 0.59% among 350,000;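 active = inhibition of the ligand-induced calcium signal above about 50% at the single tested concentration, limit read from the data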
An asterisk follows results filed as active; / = not tested or not shown.

SMILES	PHOSPHO1 inh	MEKK3 PB1 HTS	GalR3 antag	M4 PAM	IDE act	pCIP destab	IDE cell inh	CRFR2-BP ag	CRFR2-BP antag
NC(=O)NC(=O)C(OC(=O)CCNS(=O)(=O)c1ccccc1)c1ccccc1 (centres undefined)	/	/	1	-4	2	/	3	2.0	4
O=C(CCCO)CCCCCCCCC[C@H]1N[C@H](CO)[C@@H](O)[C@@H]1O	6	93	0	9	-3	7	4	-0.2	5
COc1cc(OC)cc(C(=O)N[C@H](C(=O)OCC(=O)Nc2sccc2C#N)C(C)C)c1	48	105	-7	7	1	-13	2	-1.6	-3
O=C(Cc1ccc(Br)cc1)Nc1cccc(S(=O)(=O)N2CCCCC2)c1	/	/	-3	-3	/	/	/	5.7	-10
O=C(Nc1ccccc1Cl)c1cccc(NC(=O)c2cccs2)c1	27	104	0	-1	2	-20	/	-0.3	-13
CCCCNC(=O)c1nn2c(C(F)(F)F)cc(-c3ccccc3)nc2c1Br	14	103	1	1	4	4	/	0.8	-21
Cc1cccc(C(=O)Nc2onc(C)c2C#N)c1	48	100	-4	7	7	-7	-1	-0.7	-3
O=C(OCCN1C(=O)c2ccccc2C1=O)c1cccc(OC(F)F)c1	18	107	-3	9	1	-10	-4	-3.4	100*
CCOC(=O)N1CCC(NC(=O)CS(=O)Cc2nc(-c3ccc(OC)c(OC)c3)oc2C)CC1 (centres undefined)	40	101	5	-7	9	6	-1	-1.9	-2
COc1ccc(C(=O)OCC(=O)NCCCc2ccccc2)cc1[N+](=O)[O-]	4	104	-2	1	5	11	1	-1.4	9
CC1(OC(=O)CCc2ccccc2)C(=O)C=C2C=C(c3ccc(C#N)cc3)N(C3CCCCC3)C=C2C1=O (centres undefined)	35	109	-3	0	-2	-2	-2	1.7	16
CSc1ccc(CN(C)C(=O)CN2C(=O)NC3(CCCC3)C2=O)cc1	/	/	2	12	4	/	1	0.2	-2
Cc1ccc(NC(=O)CN2CCN(CCN=CC3=C(O)CC(C)(C)CC3=O)CC2)cc1	1	99	0	9	7	1	-5	-0.2	-3
CCOc1ccc(C(=O)OCC(=O)NC(C)C)cc1	1	99	-4	5	0	-2	3	0.1	-3
Cc1nc(C)n(C(C)CNC(=O)c2cccc(Br)c2)n1 (centres undefined)	24	102	-10	1	7	-9	/	-1.2	-1

Nothing new here: 13 of the compounds above.
SMILES	PHOSPHO1 inh	MEKK3 PB1 HTS	GalR3 antag	M4 PAM	IDE act	pCIP destab	IDE cell inh	CRFR2-BP ag	CRFR2-BP antag
COc1cc(OC)cc(C(=O)N[C@H](C(=O)OCC(=O)Nc2sccc2C#N)C(C)C)c1	48	105	-7	7	1	-13	2	-1.6	-3
O=C(Cc1ccc(Br)cc1)Nc1cccc(S(=O)(=O)N2CCCCC2)c1	/	/	-3	-3	/	/	/	5.7	-10
O=C(Nc1ccccc1Cl)c1cccc(NC(=O)c2cccs2)c1	27	104	0	-1	2	-20	/	-0.3	-13
CCCCNC(=O)c1nn2c(C(F)(F)F)cc(-c3ccccc3)nc2c1Br	14	103	1	1	4	4	/	0.8	-21
Cc1cccc(C(=O)Nc2onc(C)c2C#N)c1	48	100	-4	7	7	-7	-1	-0.7	-3
O=C(OCCN1C(=O)c2ccccc2C1=O)c1cccc(OC(F)F)c1	18	107	-3	9	1	-10	-4	-3.4	100*
CCOC(=O)N1CCC(NC(=O)CS(=O)Cc2nc(-c3ccc(OC)c(OC)c3)oc2C)CC1 (centres undefined)	40	101	5	-7	9	6	-1	-1.9	-2
COc1ccc(C(=O)OCC(=O)NCCCc2ccccc2)cc1[N+](=O)[O-]	4	104	-2	1	5	11	1	-1.4	9
CC1(OC(=O)CCc2ccccc2)C(=O)C=C2C=C(c3ccc(C#N)cc3)N(C3CCCCC3)C=C2C1=O (centres undefined)	35	109	-3	0	-2	-2	-2	1.7	16
CSc1ccc(CN(C)C(=O)CN2C(=O)NC3(CCCC3)C2=O)cc1	/	/	2	12	4	/	1	0.2	-2
Cc1ccc(NC(=O)CN2CCN(CCN=CC3=C(O)CC(C)(C)CC3=O)CC2)cc1	1	99	0	9	7	1	-5	-0.2	-3
CCOc1ccc(C(=O)OCC(=O)NC(C)C)cc1	1	99	-4	5	0	-2	3	0.1	-3
Cc1nc(C)n(C(C)CNC(=O)c2cccc(Br)c2)n1 (centres undefined)	24	102	-10	1	7	-9	/	-1.2	-1

Other compounds:
SMILES	PHOSPHO1 inh	MEKK3 PB1 HTS	GalR3 antag	M4 PAM	IDE act	pCIP destab	IDE cell inh	CRFR2-BP ag	CRFR2-BP antag
C[C@]12c3[nH]c4ccccc4c3CCN1C(=O)C(CC(=O)NCCc1ccccn1)C[C@@H]2C(=O)N1CCOCC1 (some centres undefined)	/	/	-6	2	-2	/	3	-0.9	-7
CCCCNCCCOc1cccc(Cl)c1	-3	98	-8	-6	8	10	1	5.1	11
Cc1ccc(CCNC(=O)c2ccc3nc4ccccc4c(=O)n3c2)cc1	-11	101	-9	-6	-1	12	3	-1.1	4
COc1cc(NC(=O)COC(=O)CNC(=O)C2CCCCC2)cc(OC)c1	/	/	-8	6	1	/	1	0.5	-19
CCC(=O)Nc1ccc2c(c1)nc(CCN1CCN(c3ccccc3)CC1)n2C	-4	100	-1	-16	0	3	14	-0.9	-8
Cn1ccc(C(=O)OCC(=O)Nc2ccccc2)n1	31	100	-8	3	-2	2	/	2.5	0
CCc1ccc(CN(C)C(=O)c2cc(COc3cccc4cnccc34)on2)cc1	7	97	14*	-10	2	-3	5	2.4	-5
O=C(Cc1ccccc1F)Nc1cccc2cccnc12	-2	97	6	4	5	10	-5	1.0	21
O=C1CCCC(O)=C1C=Nc1cccc(C(F)(F)F)c1	6	106	-2	1	0	-23	1	0.3	0
O=C(Nc1ccccc1N1CCCCC1)c1ccc(F)cc1	23	104	-3	-3	-1	0	2	0.2	-2
CCOC(=O)C(Cc1c(F)cccc1Cl)c1ccno1 (centres undefined)	42	92	0	3	7	3	-2	-1.5	5
CCCC(C(=O)NC1CCCC1)N(Cc1ccc(OC)cc1)C(=O)c1snc(C(N)=O)c1N (centres undefined)	19	98	-6	-2	1	-21	6	0.3	12
Cc1nnc(SCC(=O)NC(C)c2ccccc2)[nH]c1=O (centres undefined)	19	101	2	2	0	10	-6	0.5	1
COc1ccc(OC)c(NC(=O)c2oc3ccccc3c2NC(=O)C2CC2)c1	-13	103	-2	11	8	-8	5	-1.7	4
CCN1CCCC1CN(Cc1cc2ccc(C)cc2[nH]c1=O)C(=S)Nc1ccccc1OC (centres undefined)	-18	93	-4	-10	1	-5	1	-3.2	-23

Three of the entries above in order of the GalR3 antag value, ascending.
| structure | GalR3 antag |
| --- | --- |
| CCCCNCCCOc1cccc(Cl)c1 | -8 |
| C[C@]12c3[nH]c4ccccc4c3CCN1C(=O)C(CC(=O)NCCc1ccccn1)C[C@@H]2C(=O)N1CCOCC1 (some centres undefined) | -6 |
| O=C(Cc1ccccc1F)Nc1cccc2cccnc12 | 6 |

Further results
SMILES	PHOSPHO1 inh	MEKK3 PB1 HTS	GalR3 antag	M4 PAM	IDE act	pCIP destab	IDE cell inh	CRFR2-BP ag	CRFR2-BP antag
COc1cc(C2/C(=C(/O)c3ccc(F)cc3)C(=O)C(=O)N2CCCC(=O)O)ccc1O (centres undefined)	24	97	-5	0	3	0	2	-1.1	2
CCCC(=O)OCC1CN(Cc2ccco2)S(=O)(=O)c2c(F)cccc2O1 (centres undefined)	/	/	-7	-6	4	/	/	-6.0	-2
COc1ccc(CNCCCn2cnc3c(SC)ncnc32)cc1	/	/	-1	5	/	/	/	3.5	-4
CCOC(=O)c1[nH]c(C)c(C(=O)NCc2ccccn2)c1C	9	94	-6	5	-6	-2	-4	-2.0	6
O=C(CCC(=O)N1CCOCC1)c1ccc(F)cc1	-15	105	-2	5	2	-10	-2	-0.2	2
COc1ccc(NC(=O)CN(C)C(=O)c2ccc(N3CCCC3)c([N+](=O)[O-])c2)cc1	/	/	0	1	-1	/	0	-0.4	0
COc1ccc(OCC(=O)Nc2cc(NC(=O)COc3ccc(OC)cc3)cc(C(=O)O)c2)cc1	18	104	-9	1	4	-3	3	0.1	2
CCOc1ccc(N(CC(=O)NN=C2CCN(C)CC2)S(=O)(=O)c2ccc(Br)cc2)cc1	47	99	-4	1	-5	-10	/	-0.2	-14
COC(=O)c1ccc(Cn2c(C)cc(C)[n+]2C)o1	54	106	-4	-2	6	8	0	1.3	-4
CCN(Cc1ccncc1)Cc1ccc(Br)cc1	25	101	-11	-3	1	6	6	-0.6	22
COc1ccc(-n2c(SCC(=O)N/N=C/c3ccccc3OCC(=O)O)nc3ccccc3c2=O)cc1	42	103	-6	2	10	6	0	-5.8	23
CCN(CC)S(=O)(=O)c1cccc(C(=O)N/N=C/c2c(C)nn(-c3ccccc3)c2Cl)c1	8	92	7	-6	3	0	1	0.1	1
Cc1ccc(CNC(=O)C(OC(=O)c2ccco2)C(C)C)cc1 (centres undefined)	41	102	-4	0	8	-8	-3	0.6	23
Clc1nssc1=Nc1ccccc1	97*	95	/	-2	-8	-2	/	-0.3	12
Cc1cc(C)c(SSc2nnnn2-c2ccccc2)c(C)c1	/	/	-6	-2	/	/	/	3.7	-8
Cc1ccc(S(=O)(=O)N2[C@@H](c3ccc(C#N)cc3)C(C(=O)O)=C[C@H]2C(C)(C)C)cc1	/	/	-6	6	6	/	-2	-1.4	8
Cc1ccc2c(CC(=O)NCC3COc4ccccc4O3)coc2c1 (centres undefined)	19	101	4	-2	1	-8	-5	1.4	-9
CCCC(=O)OCC(=O)Nc1ccc(N=Nc2ccccc2)cc1	-6	96	-2	-1	3	0	12	-2.0	3
CCN(CC(=O)Nc1ccccc1C(F)(F)F)C(=O)CCc1nc2ccccc2c(=O)[nH]1	14	103	-5	0	3	-2	6	-1.8	-3
CC(C)(C)NC(=O)C(c1ccco1)N(C(=O)c1csnn1)c1ccccc1 (centres undefined)	-25	102	-4	-4	1	1	4	-0.3	-10
Cc1nc(NNC(=O)c2ccc([N+](=O)[O-])cc2)cc(-c2ccccc2)n1	-9	/	0	-1	4	-10	-11	2.7	-20
Cc1cc(NC(=O)c2cnn3c(C(F)(F)F)cc(-c4ccccc4)nc23)no1	16	98	-1	-1	3	-36	-2	0.0	-18
COc1ccc(-c2nnc(SCc3nc4ccccc4c(=O)[nH]3)o2)cc1	36	107	-1	0	7	-9	-4	-2.1	1
Cc1onc(-c2c(Cl)cccc2Cl)c1/C(N)=N/OC(=O)C1CC1	47	87	-4	-6	6	2	-1	-3.2	-2
O=C(C[C@@H]1C[C@H]2c3cc(NC(=O)C4CCC4)ccc3O[C@H]2[C@@H](CO)O1)NCc1ccc(-c2ccccc2)cc1	/	/	-5	-2	/	/	/	7.5	-13
O=C(O)Cc1cccc2ccccc12	/	/	-1	12	6	/	5	-0.2	17
CN(C)S(=O)(=O)N(CC(=O)N1CCN(c2ccccc2F)CC1)c1ccccc1	23	99	-1	-2	-3	15	1	-1.4	19
O=C(O)/C=C/c1cnc2ccccc2c1	37	97	8	0	8	-15	6	-1.9	-10
CC(C)c1ccc(/C=C/C(=O)NCCC2=CCCCC2)cc1	-3	98	-2	-4	3	-10	-4	-0.6	-28
O=C(CSc1nc2c(cnn2-c2ccc(F)cc2)c(=O)[nH]1)N1CCCCC1	-18	115	3	6	9	-6	0	-1.2	9
